mIAP act – mouse IAP activation; activation factor at 10 µM; muIAP, CDP-Star luminescence, 30 min; hits give high values; 1 = vehicle-only enzyme signal, 0 = enzyme-free wells; 330,000 tested, 0.24% active; AID 2805;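 active = activation factor of at least 2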; note: the source names both 10 and 20 µM as test concentration; values of inactives mirror those of a sister screen read the other way
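Assay system: mouse IAP enzyme; Reagent: CDP-Star chemiluminescent phosphatase substrate; Compound: DMSO-dissolved test compounds; Incubation: 30 min, room temperature; Technique: luminescence from enzymatic CDP-Star hydrolysis; Controls: DMSO-only wells and no-enzyme negative control.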
hIAP inh – blocks human intestinal alkaline phosphatase; P09923; purified IAP, CDP-Star luminescence, 30 min; inhibition, % at 10 µM; 330,000 tested, 0.12% active;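 active = inhibition reaching a set limit with compound at 10 µM in the primary screen, cut at about 35% in these data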;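 note: plate controls were DMSO wells with enzyme for no effect and no-enzyme buffer wells for full effect; values of inactives mirror those of a sister screen read the other way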
Target sequence (P09923 whole entry, looked up): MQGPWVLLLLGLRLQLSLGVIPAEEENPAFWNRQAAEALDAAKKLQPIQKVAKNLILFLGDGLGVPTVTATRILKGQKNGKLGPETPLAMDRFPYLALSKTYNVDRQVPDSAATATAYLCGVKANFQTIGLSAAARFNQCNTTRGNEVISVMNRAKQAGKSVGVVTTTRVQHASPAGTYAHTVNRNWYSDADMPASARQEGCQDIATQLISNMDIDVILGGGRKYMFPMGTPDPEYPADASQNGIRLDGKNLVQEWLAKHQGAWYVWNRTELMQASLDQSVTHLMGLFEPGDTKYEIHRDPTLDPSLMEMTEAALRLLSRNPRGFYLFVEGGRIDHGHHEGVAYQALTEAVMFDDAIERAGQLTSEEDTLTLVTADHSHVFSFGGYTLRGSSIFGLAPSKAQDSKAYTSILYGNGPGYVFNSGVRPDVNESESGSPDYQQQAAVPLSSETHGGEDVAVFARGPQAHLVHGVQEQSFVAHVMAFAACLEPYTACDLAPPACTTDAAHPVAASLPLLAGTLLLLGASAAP
ATG4B inh – blocks human ATG4B protease cleavage of LC3 substrate. Q9Y4P1. AID 504462. 340,000 tested, 0.51% active. inhibition, % at 8.33 µM. ATG4B cleavage of LC3-PLA2, NBD-HPC fluorescence, 1 h; in the data active = inhibition above about 40%
Target sequence (Q9Y4P1 whole entry, looked up): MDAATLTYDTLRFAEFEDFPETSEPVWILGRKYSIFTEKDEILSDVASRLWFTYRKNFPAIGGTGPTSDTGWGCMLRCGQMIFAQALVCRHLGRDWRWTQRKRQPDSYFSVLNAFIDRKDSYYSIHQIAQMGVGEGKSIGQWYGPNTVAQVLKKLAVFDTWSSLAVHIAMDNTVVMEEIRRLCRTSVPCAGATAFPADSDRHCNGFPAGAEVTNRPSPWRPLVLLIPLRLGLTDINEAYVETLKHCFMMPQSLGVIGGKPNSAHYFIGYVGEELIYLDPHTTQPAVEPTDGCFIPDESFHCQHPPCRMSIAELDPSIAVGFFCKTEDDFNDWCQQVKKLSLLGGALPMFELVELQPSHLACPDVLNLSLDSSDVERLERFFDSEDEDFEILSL
APOBEC3G inh – inhibitors of human APOBEC3G DNA deaminase. Q9HC16. recombinant A3G, ssDNA deamination FAM/TAMRA fluorescence. inhibition, % at 20 µM. 330,000 tested, 0.28% active;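 active = inhibition of at least 40% at 20 µM, with no more than 30% in the related APOBEC3A deaminase screen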;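 note: plate controls were DMSO wells with A3G for no effect and wells lacking A3G enzyme for full effect; some compounds called inactive have numbers as strong as hits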
MPTP inh – blocks calcium-induced mitochondrial swelling. isolated mouse mitochondria, Ca2+ swelling absorbance, 30 min. inhibition, % at 10 µM. 360,000 tested, 1.4% active. AID 602449;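 active = inhibition of 50% or more, scaled per plate between neutral and stimulator controls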;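 note: 0% = DMSO wells given calcium and 100% = 1 mM EGTA wells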
hIAP act – increases human intestinal alkaline phosphatase activity; P09923; purified human IAP, CDP-Star luminescence, 30 min; hits give high values; 1 = vehicle-only enzyme, 0 = enzyme-free background; activation factor at 10 µM; 330,000 tested, 0.16% active;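 active = activation factor of the enzyme at least 2-fold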; note: the source names both 10 and 20 µM as test concentration; values of inactives mirror those of a sister screen read the other way
beta cell repl – MIN6 beta-cell proliferation induction | MIN6 cells proliferation, ATPlite luminescence, 48 h; cells starved in 0.2% serum; 100% = growth in 10% serum | proliferation, % at 10 µM | 330,000 tested, 0.29% active;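 active = compounds whose signal lies at least 3.5 SD above the mean of all wells on their plate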;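 note: 0% = DMSO-treated cells in low-serum medium and 100% = 10% serum control; some compounds called inactive have numbers as strong as hits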
mIAP block – mouse IAP inhibition; purified mouse IAP, CDP-Star luminescence, 30 min; inhibition, % at 10 µM; 330,000 tested, 0.2% active;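 active = inhibition of at least 40% at 10 µM in the primary screen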;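 note: plate controls were DMSO with enzyme for no effect and no enzyme wells for full effect; values of inactives mirror those of a sister screen read the other way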
A3A deaminase – inhibitors of human APOBEC3A DNA deaminase. recombinant A3A, FAM/TAMRA ssDNA deamination fluorescence. inhibition, % at 20 µM. 330,000 tested, 0.41% active. AID 493011;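 active = at least 40% inhibition at 20 µM here, with at most 30% in a related deaminase screen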;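 note: plate controls were A3A with DMSO for no effect and wells lacking A3A enzyme for full effect; some results filed as inactive read as strong as hits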
* = called active by the depositor; . = no result given. Compounds were not picked by outcome; 3.3% or so of the library scored in one or more.

SMILES	mIAP act	hIAP inh	ATG4B inh	APOBEC3G inh	MPTP inh	hIAP act	beta cell repl	mIAP block	A3A deaminase
CCN(CC)c1nc(=S)nc(NC(C)(C)C)[nH]1	1	8	-2	-1	-1.1	0.92	-6	-4	6
c1ccc(COc2cccc(CNCc3cccs3)c2)cc1	1.1	0	-2	-4	3.6	1	-4	-15	-3
CC(=O)C[C@H](O)CC(=O)[C@@H]1OC(=O)[C@H](C)C/C=C\Cc2ccccc21	0.95	16	29	-3	0.5	0.84	-1	5	-3
CC1CN(S(=O)(=O)c2cccc(C(=O)Nc3ccc(S(=O)(=O)NC4=NCCCCC4)cc3)c2)CC(C)O1 (centres undefined)	1	-2	-7	0	-0.3	1	-3	0	6
Cc1nn(CC(=O)N2CCOCC2)c(=O)c2ccccc12	1	11	-11	-4	-1.4	0.89	-1	0	-5
O=C(c1ccc(-n2cccn2)cc1)N1CCc2c([nH]c3ccccc23)C1c1ccccn1 (centres undefined)	1.1	-3	24	-2	2.4	1	0	-12	0
O=C(Nc1cccc(S(=O)(=O)N2CCCCC2)c1)c1ccco1	1	2	0	-6	-2.8	0.98	3	-1	2
O=[N+]([O-])c1ccc(Cl)cc1Sc1ccccn1	0.97	-4	0	-4	0.8	1	0	3	-3
CCOc1ccc(C(=O)N(C)C2CCS(=O)(=O)C2)cc1 (centres undefined)	0.92	12	-7	-2	2.8	0.88	0	8	-2
O=C(CC1SCCNC1=O)Nc1ccc(Cl)cc1 (centres undefined)	1	3	1	-11	4.3	0.97	4	-4	-2
O=C1c2ccccc2C(=O)C1C1=Nc2ccccc2NC(c2ccccc2)C1 (centres undefined)	0.88	7	.	-2	.	0.93	-1	12	-1
COc1ccc(Cc2nnc(SCC(=O)NCCc3ccccc3)o2)cc1	0.96	2	1	-4	3.0	0.97	2	4	-2
Cc1ccc(C)c(N2CCN(c3ccncc3N)CC2)c1	1.1	-2	15	1	-0.4	1	-3	-8	-1
CC1=C(C(=O)OC2CCCCC2)C(c2cccs2)n2c(nc3ccccc32)N1 (centres undefined)	0.95	12	3	-4	27	0.88	-2	5	3
CCN(CCn1cccn1)Cc1nc(-c2ccccc2)no1	0.99	-5	2	-6	-0.2	1.1	-3	0	-2
Cn1c(=O)c(C(=O)COC(=O)c2cc(-c3ccccc3)nc3ccccc23)c(N)n(Cc2ccccc2)c1=O	0.88	-15	.	-6	.	1.2	-4	12	1
COc1cccc(CNC(=O)CN(C)S(=O)(=O)c2ccc3c(c2)CC(C)N3C(C)=O)c1 (centres undefined)	0.99	7	-8	-5	-1.4	0.93	0	1	-6
CC1O[C@@H]2O[C@](O[C@H](C)CC[C@@H](C)O)(c3ccccc3)O[C@@H]2C[C@H]1O (some centres undefined)	1	17	2	-8	0.0	0.83	-2	-4	-3
CC(=O)Nc1ccc(Nc2c3ccccc3nc3ccccc23)cc1	0.9	-11	4	0	4.3	1.1	-6	10	0
COC(=O)COn1c(SC(C)C)nc2ccccc2c1=O	0.91	-11	3	-2	2.5	1.1	-3	9	-1
CCN(CC)CC(=O)Nc1cccc2c1C(=O)c1ccccc1C2=O	0.81	-8	7	-4	7.8	1.1	2	19	-1
CC(C)CN(C(=O)C1=NN(c2ccccc2)C(=O)CC1)c1c(N)n(Cc2ccccc2)c(=O)[nH]c1=O	1	-5	2	0	-0.9	1	-1	-2	2
CS(=O)(=O)N1CCc2cc(C(=O)N3CCCC3)ccc21	1	4	15	3	1.4	0.96	-1	-2	1
CCOC(=O)c1c(O)c2cc(Cl)ccc2n(CC)c1=O	0.99	0	3	12	0.9	1	-1	1	1
CCN(CC)c1ccc(CNc2ccc(Br)cn2)cc1	1.1	-6	-1	-5	0.7	1.1	-1	-6	1
CCOC(=O)c1cccc(C(=O)OCC)n1	1	22	-8	-5	-0.4	0.78	-2	-4	-2
CCCc1nnc(NS(=O)(=O)c2ccccc2)s1	1.1	-1	9	-7	0.2	1	-4	-6	-5
COCCCNc1nc2ccccc2nc1NS(=O)(=O)c1cccc(C)c1	1	-1	5	-8	0.2	1	1	-4	-3
O=c1[nH]cccc1-c1nc2ccccc2n1Cc1ccc(F)cc1	1	-19	-8	-4	-1.0	1.2	-2	-2	-2
O=C(Cc1ccccc1)NCC(=O)Nc1cccc(Br)c1	0.96	-8	-6	-6	-4.5	1.1	0	4	-5
Cc1cc(C(=O)N/N=C/c2ccc(N(C)C)o2)cs1	0.79	-32	-14	12	-3.2	1.3	3	21	4
O=C(Nc1ncc2c(n1)-c1ccccc1CC2)c1ccccc1	0.96	-4	1	-5	-0.4	1	0	4	0
CCOC(=O)c1c(C)nc2ccccc2c1C	1.1	-5	-11	-2	-0.5	1	-1	-6	1
O=C(Nc1nnc(CCN2CCOCC2)s1)c1ccccc1	1	2	2	-9	0.2	0.98	0	-4	-6
COc1ccc(C2COc3cc(O)ccc3C2)c(OC)c1O (centres undefined)	1.1	6	-28	-8	-0.4	0.94	-4	-10	-3
O=C(Nc1cccc([N+](=O)[O-])c1)c1ccc2nsnc2c1	1.1	9	1	-2	0.5	0.91	-3	-5	-1
CN1CC(=O)N(CC(=O)Nc2cccc(S(=O)(=O)N3CCOCC3)c2)C1=O	1	5	-9	-10	-0.2	0.95	-3	0	-1
COc1ccc2[nH]c(C(=O)N3CCC(n4nccc4NC(=O)C4CC4)CC3)c(C)c2c1	1	13	-8	-3	0.6	0.87	-3	-1	-2
O=C(O)C1CCCN1S(=O)(=O)c1ccc2ccccc2c1 (centres undefined)	1	-10	-4	-5	-1.7	1.1	-3	-5	-2
CCOc1ccc(NC(=O)c2ccc(Cn3nc(C)cc3C)o2)cc1	0.99	-10	7	-5	-0.8	1.1	-4	1	3
CN(C)c1ccnc(-n2cccc2/C=N/OCc2ccc(F)cc2Cl)c1C#N	1	-2	22	4	1.9	1	-3	-4	-6
COc1ccccc1/C=N/NC(=O)c1cc2c(OC)c(OC)ccc2[nH]1	0.89	21	-16	-11	1.1	0.79	-1	12	-5
CCC(=O)NC(c1cc(Cl)c2cccnc2c1O)C(C)C (centres undefined)	0.92	-23	-11	-10	0.2	1.2	-7	8	2
COc1cc(OC)c(NC(=O)c2sc3ncn(CC(=O)N4CCN(c5ccccn5)CC4)c(=O)c3c2C)cc1Cl	0.91	0	7	-3	0.3	1	-1	9	-2
COC(=O)c1ccc(N2CCN(S(=O)(=O)c3ccc(C)cc3)CC2)c([N+](=O)[O-])c1	0.97	-5	-6	0	56*	1	-5	2	10
Cc1ccccc1C(=O)NCC(=O)OC(C)C(=O)Nc1cccc(S(=O)(=O)N2CCOCC2)c1 (centres undefined)	1	-6	5	4	0.2	1.1	2	-5	3
COc1cc(/C=N/NC(=O)COc2ccccc2C)ccc1OC(=O)c1cccs1	0.98	12	-18	-3	3.7	0.88	-6	2	-1
COC(=O)/C=C1\SC(=NC(=O)c2cccc([N+](=O)[O-])c2)NC1=O	0.97	8	5	-11	-0.9	0.92	-4	3	-6
Cc1noc(C)c1C(=O)OCC(=O)Nc1ccc(N2CCOCC2)cc1	1	-6	-1	-4	-0.3	1.1	-2	-2	-1
Clc1cccc(/C=N/Nc2ncnc3ccccc23)c1	0.88	-22	-14	-3	0.6	1.2	-4	12	3
Cc1cccc(NC(=S)NCc2ccco2)n1	1.1	-4	-5	-5	0.2	1	-2	-7	2
C#CCn1c(S(=O)(=O)Cc2ccccc2Cl)nc(-c2ccccc2)c1-c1ccccc1	0.92	14	4	-3	-0.5	0.86	-2	8	-2
COc1ccc(C(C(=O)NC2CCCCC2)N(Cc2ccco2)C(=O)c2ccccn2)c(OC)c1 (centres undefined)	0.93	6	1	-8	-1.2	0.94	0	7	-4
Cc1onc(-c2ccccc2)c1C(=O)N1CCN(CCc2ccccc2)CC1	0.92	11	-5	-5	-0.2	0.89	-1	8	1
CCCCOC(=O)NC1CCS(=O)(=O)C1 (centres undefined)	0.98	-2	-9	-2	-0.8	1	-1	2	-1
CC(C)C(NC(=O)C1CCCCC1)C(=O)Nc1ccccn1 (centres undefined)	0.94	5	3	-6	1.8	0.95	-1	6	-4
C/C(CC1CC(COCC(C)C)OC1=O)=N\NC(N)=S (centres undefined)	0.96	-7	0	-10	-7.5	1.1	-1	4	-3
COc1ccccc1NC(=O)c1cc(-c2ccc(OC)c(OC)c2)nc2ccccc12	0.87	-2	6	-8	0.7	1	3	13	-3
CCCN(CCC)S(=O)(=O)c1cccc(C(=O)Nc2ccc3c(c2)OCO3)c1	0.95	-18	-7	-5	-1.0	1.2	-4	5	-2
COc1cc(-c2[nH]ncc2CN2CCN(Cc3cccs3)CC2)cc(OC)c1OC	1.1	-38	14	-2	-0.4	1.4	-2	-10	-7

(continued)
SMILES	mIAP act	hIAP inh	ATG4B inh	APOBEC3G inh	MPTP inh	hIAP act	beta cell repl	mIAP block	A3A deaminase
CCN(CCCNC(=O)COc1cc(=O)n(C)c2ccccc12)c1cccc(C)c1	0.98	-6	-13	-4	3.9	1.1	2	2	-2
Cc1ccc(S(=O)(=O)N2CCC(=O)N(CCOC(=O)NCc3ccccc3)CC2)cc1	1.1	-25	0	-13	.	1.2	-5	-10	-4
Cc1cccc(COc2ccc(/C=C3/C(=O)N(C)C(=S)N3C)cc2)c1	0.89	-12	-2	-6	5.7	1.1	-3	11	-7
Cc1ccc(C(=O)OCc2nnc(-c3ccccc3)o2)cc1S(=O)(=O)N1CCOCC1	1	-10	1	-6	-3.3	1.1	4	-1	2
Cc1ccc2nc(SC(C)C(=O)NCc3ccco3)[nH]c2c1 (centres undefined)	0.95	4	-14	-9	0.7	0.96	1	5	-4
CCCOc1ccc(C(=O)Nc2ccc(CN3CCOCC3)cc2)cc1	0.98	-21	2	-5	2.2	1.2	-1	2	-6
COCc1cc(C)n(CC(=O)Nc2ccccc2C(=O)OC)c(=O)c1C#N	1.1	-2	-1	0	-1.7	1	-4	-9	-1
O=c1[nH]ncn1-c1ccccc1C(F)(F)F	1	5	-4	-5	-0.7	0.95	-3	-2	-1
O=S(=O)(NCCO)c1cccc2cccnc12	1	9	-3	-6	-2.3	0.91	4	-4	-3
COc1ccc(NC(=O)CSc2cc(C(=O)c3nccn3C)c3ccccc3n2)cc1	1	5	-6	-1	1.2	0.95	-5	0	2
CC(=O)Nc1ccc(NS(=O)(=O)c2ccc3ccccc3c2)cc1	1	-22	-3	-3	-0.5	1.2	-3	-3	-3
Cc1cccc(C2=NN(c3ccccc3)[C@@H](C(=O)N3CCOC3=O)[C@@H]2C)c1	1	.	3	0	0.4	.	.	-1	1

Three compounds picked at random from the list so far, as already listed:
SMILES	mIAP act	hIAP inh	ATG4B inh	APOBEC3G inh	MPTP inh	hIAP act	beta cell repl	mIAP block	A3A deaminase
COc1cc(/C=N/NC(=O)COc2ccccc2C)ccc1OC(=O)c1cccs1	0.98	12	-18	-3	3.7	0.88	-6	2	-1
O=C(O)C1CCCN1S(=O)(=O)c1ccc2ccccc2c1 (centres undefined)	1	-10	-4	-5	-1.7	1.1	-3	-5	-2
COC(=O)COn1c(SC(C)C)nc2ccccc2c1=O	0.91	-11	3	-2	2.5	1.1	-3	9	-1

Some of the entries so far, with values under each structure:
Sequence of screens: mIAP act | hIAP inh | ATG4B inh | APOBEC3G inh | MPTP inh | hIAP act | beta cell repl | mIAP block | A3A deaminase
COCc1cc(C)n(CC(=O)Nc2ccccc2C(=O)OC)c(=O)c1C#N
    1.1 | -2 | -1 | 0 | -1.7 | 1 | -4 | -9 | -1
O=c1[nH]ncn1-c1ccccc1C(F)(F)F
    1 | 5 | -4 | -5 | -0.7 | 0.95 | -3 | -2 | -1
O=S(=O)(NCCO)c1cccc2cccnc12
    1 | 9 | -3 | -6 | -2.3 | 0.91 | 4 | -4 | -3

Source: PubChem (Sanford-Burnham Center for Chemical Genomics)
